SENP1 inh = blocks the human SENP1 SUMO protease catalytic domain; 0.21% of 360,000 active; recombinant SENP1 catalytic domain, CyPet-SUMO1-YPet FRET cleavage; inhibition, % at 10 µM; Q9P0U3;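 active = inhibition at least 30% at 10 µM, raw YFP signal under a set limit, fluorescence ratio 0.5 to 1.5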;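 note: 0% = enzyme with DMSO and 100% = no enzyme wells; some results filed as inactive read as strong as hits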
Target sequence (Q9P0U3 419-644 limits assumed): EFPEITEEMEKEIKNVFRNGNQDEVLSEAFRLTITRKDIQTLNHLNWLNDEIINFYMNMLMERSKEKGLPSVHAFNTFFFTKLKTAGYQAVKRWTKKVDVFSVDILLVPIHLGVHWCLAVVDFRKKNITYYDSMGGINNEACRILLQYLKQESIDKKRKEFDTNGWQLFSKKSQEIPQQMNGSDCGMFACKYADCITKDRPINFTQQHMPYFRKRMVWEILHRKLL
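material = recombinant human SENP1 catalytic domain, His6-tagged | quantity = 20 pM enzyme | reagent = 25 nM SUMO1 FRET substrate | compound dosing = 10 µM single point, 0.5% DMSO | timing = 50 min enzyme reaction, room temperature, light-protected | detection = FRET, CFP and YFP emission | control set = no-enzyme low, enzyme-DMSO high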
PfG6PD inh = PfG6PD (Plasmodium falciparum) enzyme inhibition; inhibition, % at 20 µM; PfGluPho enzyme, NADPH resazurin-diaphorase fluorescence; 0.78% of 350,000 active;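 active = inhibition reaching at least a set limit at 20 µM in the primary screen, cut at about 59% in these data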;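 note: 0% = DMSO wells with substrate and 100% = DMSO wells lacking glucose-6-phosphate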
SENP8 block = SENP8 (human) protease inhibition; Q96LD8; recombinant SENP8, Nedd8 substrate fluorescence; inhibition, % at 20 µM; 0.64% of 360,000 active; AID 602440; in the data active = inhibition mostly above about 40%, no sharp cut-off; inactive = mostly below about 27%
Target sequence (Q96LD8 whole entry, looked up): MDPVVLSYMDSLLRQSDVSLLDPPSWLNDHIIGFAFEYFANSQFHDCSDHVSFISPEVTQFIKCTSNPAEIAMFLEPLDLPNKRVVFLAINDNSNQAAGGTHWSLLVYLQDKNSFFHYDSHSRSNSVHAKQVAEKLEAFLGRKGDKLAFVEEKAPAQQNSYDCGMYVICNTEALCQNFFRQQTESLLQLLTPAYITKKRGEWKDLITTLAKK
Active calls of the source: *. These rows are one share of the data; rates above refer to the full screens.

SMILES | SENP1 inh | PfG6PD inh | SENP8 block
CC(C)CC1NC(=O)c2cccnc2-n2c1nc1cc(F)ccc1c2=O (stereo not drawn) | -0.2 | 0.8 | -22.4
CN(CC(=O)Nc1ccc(F)c(F)c1F)C(=O)C1(c2ccccc2)CC1 | 2.3 | -14.8 | 15.6
COc1ccc([C@H]2C[C@@H](O)[C@H](n3cc(COC(=O)c4ccccc4)nn3)CN2C(=O)C2CCCCC2)cc1 | 0.3 | 13.5 | 1.5
CCCNC(=O)CSc1nnc(NC(=O)C2CC(=O)N(c3ccccc3OC)C2)s1 (stereo not drawn) | 0.2 | 31.7 | 27.1
Cc1ccc(OC(C)C(=O)N2CCc3ccccc32)c([N+](=O)[O-])n1 (stereo not drawn) | 0.3 | -3.7 | 4.6
O=[N+]([O-])c1ccccc1C(=Nc1ccccc1)c1c(O)cc(O)cc1O | -0.1 | 3.9 | 27.7
CC(C)NC(=O)N(C)C[C@H]1OCc2cnnn2CCCC(=O)N([C@H](C)CO)C[C@@H]1C | 1.1 | 14.0 | 5.2
O=C1NC(Cc2ccc(O)cc2)c2nc3ccc(F)cc3c(=O)n2-c2cc3ccccc3cc21 (stereo not drawn) | -0.2 | 4.2 | -35.1
CCCCN1C(=O)C(CC(=O)NCCN2CCOCC2)CC(C(=O)N(C(C)C)C(C)C)=C1C (stereo not drawn) | -1.3 | -2.1 | 11.1
CC1=C(C(=O)N(C)C)CC(CC(=O)NC(c2ccccc2)c2ccccc2)C(=O)N1CCC1=CCCCC1 (stereo not drawn) | -0.9 | 0.5 | 0.6
CN(C)c1ccc(C=Cc2ccnc3c(O)cccc23)cc1 | -34.9 | 9.0 | -5.8
COc1cccc(COC(=O)CSCC(=O)Nc2ccc(C)cc2)c1OC | 0.8 | 9.0 | 14.8
C[C@@H]1CN([C@@H](C)CO)C(=O)c2cc(NS(=O)(=O)c3ccc(F)cc3)ccc2O[C@@H](C)CCCCO[C@H]1CN(C)C(=O)NC1CCCCC1 | 0.7 | 13.5 | 10.5
CCOC(=O)c1csc(NC(=O)CCS(=O)(=O)c2ccc(Cl)cc2)n1 | 0.9 | -16.2 | 9.2
Cc1ccccc1Oc1ccc2c(c1)[C@@H]1C[C@H](N(C)C(=S)Nc3ccc(F)cc3)[C@H]([C@H](C)O)C(=O)N1CC2 | -3.7 | 20.9 | -3.6
O=c1[nH]c2ccccc2c(=O)c2ccccc12 | 3.0 | -13.0 | -28.0
CC1(C)CCCC2(C)C(OCCO)=CC(=O)C=C12 (stereo not drawn) | -1.5 | -5.4 | 21.7
COc1ccc(CN(C)C(=O)c2cccc(S(=O)(=O)NCc3ccccc3)c2)cc1F | 1.9 | -7.2 | 2.1
COc1ccc2cc(CN(C)C(=O)CN3C(=O)NC4(CCCC4)C3=O)ccc2c1 | -1.6 | 24.0 | -6.6
C[C@@H]1Cn2cnc(C(=O)N[C@@H](C)c3ccccc3)c2C(=O)N1 | -2.3 | 24.4 | 0.2
C[C@H](O)[C@@H]1CN2CCc3c([nH]c4ccccc34)[C@@H]2C[C@@H]1N(C)C(=O)Nc1ccccc1 | -35.9 | 3.7 | -54.7
O=C1c2ccccc2S(=O)N1c1cccc(F)c1 (stereo not drawn) | 1.1 | 30.7 | -25.9
COc1ccc([C@H]2C[C@@H](n3cc(-c4ccc(F)cc4)nn3)[C@H](O)CN2CC2CCCCC2)cc1 | -0.2 | 19.7 | -29.3
CC1=C(C(=O)N(C)C)CC(CC(=O)NC(c2ccccc2)c2ccccc2)C(=O)N1Cc1ccc(C(C)(C)C)cc1 (stereo not drawn) | 2.1 | 21.7 | 10.2

Reprinted from the part before: 4 compounds, then new ones.
SMILES | SENP1 inh | PfG6PD inh | SENP8 block
C[C@H](O)[C@@H]1CN2CCc3c([nH]c4ccccc34)[C@@H]2C[C@@H]1N(C)C(=O)Nc1ccccc1 | -35.9 | 3.7 | -54.7
O=C1c2ccccc2S(=O)N1c1cccc(F)c1 (stereo not drawn) | 1.1 | 30.7 | -25.9
COc1ccc([C@H]2C[C@@H](n3cc(-c4ccc(F)cc4)nn3)[C@H](O)CN2CC2CCCCC2)cc1 | -0.2 | 19.7 | -29.3
CC1=C(C(=O)N(C)C)CC(CC(=O)NC(c2ccccc2)c2ccccc2)C(=O)N1Cc1ccc(C(C)(C)C)cc1 (stereo not drawn) | 2.1 | 21.7 | 10.2
COc1cc(CNC[C@H]2O[C@@H](n3ccc(N)nc3=O)[C@H](O)[C@@H]2O)ccc1OCc1cccc(Cl)c1 | 1.2 | 8.6 | 12.5
CCCCN1C(=O)C(CC(=O)NCc2cccc3ccccc23)CC(C(=O)N(CC)CC)=C1C (stereo not drawn) | 1.3 | -3.8 | 4.6
COc1cc(-n2c(C)nc3ncn(-c4ccccc4)c3c2=O)cc(OC)c1OC | 4.9 | 10.2 | 9.7
C[C@H](CO)N1C[C@H](C)[C@@H](CN(C)Cc2ccc(Cl)c(Cl)c2)OCc2cnnn2CCCC1=O | -0.6 | 13.4 | -11.0
O=C(O)c1ccccc1-c1ccccc1C(=O)Nc1ccc2oc(=O)c3ccccc3c2c1 | 1.1 | -39.3 | -302.5
CCN(CC)C(=O)C1=C(C)N(CCCN2CCCC2=O)C(=O)C(CC(=O)NCc2cccs2)C1 (stereo not drawn) | 0.7 | 0.5 | 11.7
C[C@@H]1CN([C@H](C)CO)C(=O)CCCn2nncc2CO[C@H]1CN(C)Cc1cccc(C(=O)O)c1 | 0.3 | 4.0 | 13.6
Cc1cc(C(=O)CCC(=O)N(C)CC2COc3ccccc3O2)c(C)s1 (stereo not drawn) | 11.2 | 0.7 | 1.2
CC(C)N1CC2(CC(c3ccccc3F)=NO2)CN1C(=O)c1ccc(C(C)(C)C)cc1 (stereo not drawn) | 0.3 | 18.2 | -13.1
COc1ccc(CN(C)C[C@H]2OCCCC[C@@H](C)Oc3ccc(NS(C)(=O)=O)cc3C(=O)N([C@H](C)CO)C[C@@H]2C)cc1 | 2.6 | 6.3 | -26.8
COc1ccc(CC(=O)N(C)c2ccccc2)cc1S(=O)(=O)N1CCOCC1 | -0.1 | 12.6 | 4.6
N#Cc1ccccc1S(=O)(=O)N1CCN(Cc2cc3c(cc2Br)OCCO3)CC1 | 0.2 | 6.2 | -2.8
CC(=NNC(=S)N1CCCCC1)c1ccccn1 | -0.9 | 51.2 | -51.9
CC1CCCC(NC(=O)COC(=O)C2=COCCO2)C1C (stereo not drawn) | 2.3 | 5.4 | 16.3
COc1ccc(CNC(=O)CCNC(=O)N2CC(=O)Nc3ccccc32)cc1 | 0.8 | -19.5 | 18.3
CC(=NC1CCCCC1)c1ccc(O)cc1O | 0.5 | 12.8 | 1.2
O=[N+]([O-])c1cnc(Sc2ccncn2)c([N+](=O)[O-])c1 | 10.9 | 80.3* | 28.8
CC(=O)Nc1cccc(C(=O)NNC(=O)c2ccc(NS(=O)(=O)c3cccs3)cc2)c1 | 3.2 | -0.6 | 15.9
CCCCCC(=O)N1C[C@@H](n2cc(C3CC3)nn2)[C@H](O)C[C@@H]1c1ccc(Cl)cc1 | 0.5 | -18.7 | 10.0
O=C(NNC(=O)c1ccccc1F)c1ccc(-c2ccccc2Cl)o1 | 2.3 | 13.0 | -115.4
O=C1C=C(C#Cc2ccc(Oc3ccccc3)cc2)C[C@@H](c2ccc(F)cc2)C1 | 1.6 | 12.9 | 15.2
CCN(CC)C(=O)C1=C(C)N(Cc2ccc(C(C)(C)C)cc2)C(=O)C(CC(=O)NCCCCc2ccccc2)C1 (stereo not drawn) | -0.8 | 22.6 | -27.7
O=C(c1ccccc1)N1CCN(c2cc(Cl)nc3cc(-c4cccc(Cl)c4)nn23)CC1 | -20.1 | 6.4 | -83.1
CN(c1ccccc1)S(=O)(=O)c1ccc(C(=O)Nc2cccc(S(=O)(=O)N3CCOCC3)c2)cc1 | 1.8 | 37.6 | 11.1
COCCn1c(SCC(=O)Nc2ccc(F)cc2)nc2c(c1=O)SCC2 | 0.5 | -13.6 | 9.1
COc1ccc(CN2CCNC(=O)C2CC(=O)N(C)C2CCOCC2)cc1OC (stereo not drawn) | -7.5 | -10.8 | 6.1
S=c1[nH]c2nc(Cl)c(Cl)nc2[nH]1 | -41.0 | 11.8 | -286.1
O=C(NCCN1CCOCC1)c1cc(-c2ccccc2)nc2ccccc12 | 0.9 | -5.5 | -6.8
C[C@H](CO)N1C[C@H](C)[C@@H](CN(C)Cc2ccccn2)Oc2ncc(-c3ccccc3)cc2C1=O | 1.8 | 30.6 | 16.0
O=C1c2cccc3cccc(c23)C(=O)N1Cc1ccccn1 | -9.9 | -1.1 | -257.0
Cc1cccc(CN(C)C[C@H]2OCc3cnnn3CCCC(=O)N([C@@H](C)CO)C[C@@H]2C)c1 | 3.0 | -18.9 | 11.1
O=C(NCc1nnnn1-c1ccc(F)cc1)c1ccc2ccccc2c1 | 3.7 | -4.1 | 9.5
Cc1ccc([C@H]2C[C@@H](O)[C@H](n3cc(COC(=O)c4ccccc4)nn3)CN2C(=O)C2CCCCC2)cc1 | 0.3 | 11.8 | 1.8
CCN1CCN(c2ccc(N3CCN(S(=O)(=O)c4cccc([N+](=O)[O-])c4)CC3)nn2)CC1 | -0.4 | 0.6 | 9.7
O=C(CCCn1c(=S)[nH]c2cc3c(cc2c1=O)OCO3)NCCc1ccc(Cl)cc1 | 2.3 | -6.0 | 9.9
COc1ccc(N2C[C@H](C)[C@@H](CC(=O)Nc3ccccc3)C2=O)cc1 | 1.4 | 12.4 | 0.0
O=C(Nc1nc2ccc(F)cc2s1)c1ccc([N+](=O)[O-])o1 | -2.6 | 17.5 | -12.8
CC1NC(=O)c2cc3ccccc3cc2-n2c1nc1ccccc1c2=O (stereo not drawn) | -1.8 | 0.0 | 8.2
CN(C)S(=O)(=O)Nc1ccc(Cc2ccncc2)cc1 | -0.3 | 0.1 | 1.8
CCc1cccc(NC(=O)COC(=O)C2COc3ccccc3O2)c1 (stereo not drawn) | 3.3 | -3.6 | 3.6
CCOC(=O)C=Cc1ccc(C(=O)OCC)[nH]1 | -2.6 | -3.0 | -15.9
CCC[C@H]1CN(c2ccc(Br)cc2)C(=O)[C@@H]1CC(=O)NC | 1.8 | -8.3 | 8.8
O=C1[C@H]2[C@@H](c3ccccc3)N[C@]3(CCCN(Cc4ccccc4)C3=O)[C@H]2C(=O)N1Cc1ccccc1 | 2.0 | -7.5 | 9.4
O=C(OCc1cn([C@H]2CN(C(=O)c3cccs3)[C@@H](c3ccccc3)C[C@@H]2O)nn1)c1ccccc1 | 4.1 | 6.5 | -1.5
CC(C)COC(=O)N(C)C[C@@H]1OCc2cnnn2CCCC(=O)N([C@H](C)CO)C[C@H]1C | 0.5 | -13.7 | 21.1
N#CCSc1ccccc1NC(=O)COC(=O)C1CCN(C(=O)c2ccc(Cl)cc2)CC1 | 3.2 | -4.6 | 16.7
C[C@@H]1CN([C@H](C)CO)C(=O)c2cc(Br)cnc2O[C@H]1CN(C)C(=O)Nc1ccccc1F | 0.4 | 6.3 | 0.4
O=[N+]([O-])c1ccccc1SNc1ccccc1 | 1.1 | 7.8 | 23.7

Single entries from the list.
SENP8 block, CC1NC(=O)c2cc3ccccc3cc2-n2c1nc1ccccc1c2=O (stereo not drawn) : 8.2
PfG6PD inh, N#CCSc1ccccc1NC(=O)COC(=O)C1CCN(C(=O)c2ccc(Cl)cc2)CC1 : -4.6
SENP8 block, CCC[C@H]1CN(c2ccc(Br)cc2)C(=O)[C@@H]1CC(=O)NC : 8.8

(more compounds)
SMILES | SENP1 inh | PfG6PD inh | SENP8 block
CCc1noc(C)c1C(=O)N1CCCC(Nc2cccc(F)c2)C1 (stereo not drawn) | 0.5 | 6.8 | 25.5
CCOc1ccccc1CNn1cnnc1SCC(=O)NC(C)(C)C | 1.1 | 4.6 | 15.0
COc1ccccc1-c1noc2c1C(=O)N(C(=O)OC(C)(C)C)CC2 | 3.7 | 12.4 | 14.8
COc1ccc(NC(=O)CCNC(=O)c2ccccc2Cl)cc1S(=O)(=O)N1CCCCC1 | 1.6 | -14.3 | 4.5
COc1ccc([C@H]2C[C@H](n3cc(COC(=O)c4ccccc4)nn3)[C@@H](O)CN2C(=O)c2cccs2)cc1 | 0.5 | 1.9 | 14.6
CC1CC(NC(=S)N(C)C)CC(C)(C)C1 (stereo not drawn) | 0.2 | -5.7 | 10.3
C[C@@H]1CN([C@H](C)CO)C(=O)CCCn2nncc2CO[C@H]1CN(C)Cc1ccc2cccnc2c1 | 2.1 | -1.4 | 21.2
CCN(CC)C(=O)C1=C(C)N(CCCOC)C(=O)C(CC(=O)NCCc2ccccn2)C1 (stereo not drawn) | -2.1 | -7.5 | -8.7
C[C@H]1CN([C@@H](C)CO)C(=O)c2cc(C#CC3CCCC3)cnc2O[C@H]1CN(C)C(=O)Cc1ccccn1 | -5.9 | 6.8 | 11.6
COc1ccc(CC(=O)Nc2ccccc2C(F)(F)F)cc1S(=O)(=O)N1CCOCC1 | -0.1 | -11.0 | 1.6
c1ccc(-c2nnc(SCc3ccncc3)o2)cc1 | -0.2 | 0.1 | 12.2
C[C@@H]1CN([C@@H](C)CO)C(=O)CCCn2nncc2CO[C@H]1CN(C)C(=O)Nc1ccc(-c2cccs2)cc1 | -1.0 | 25.0 | -41.3
O=C(CSc1nnc(N2CCCC2)n1-c1cccc(Cl)c1)N1CCN(c2ccccn2)CC1 | 0.7 | 1.4 | 2.3
COc1ccc([C@H]2C[C@@H](n3cc(C4CC4)nn3)[C@H](O)CN2CC2CCCCC2)cc1 | -0.8 | 11.9 | 11.1
CC(C)N(Cc1nccn1C)C(=O)C1CCC(=O)N(CCc2ccccc2)C1 (stereo not drawn) | 1.6 | 6.2 | 12.5
